FBW7 act = activators of human E3 ligase FBW7. AID 1259310. actives 0.13% (n = 650,000). normalized activity (activation), % at 26.1 µM. AlphaScreen FBW7–phospho-cyclin E peptide binding, activator screen; in the data active = normalized activity above about 1.9%;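 note: purified mutant Fbw7 with reduced substrate affinity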
Target sequence (Q969H0 whole entry, looked up): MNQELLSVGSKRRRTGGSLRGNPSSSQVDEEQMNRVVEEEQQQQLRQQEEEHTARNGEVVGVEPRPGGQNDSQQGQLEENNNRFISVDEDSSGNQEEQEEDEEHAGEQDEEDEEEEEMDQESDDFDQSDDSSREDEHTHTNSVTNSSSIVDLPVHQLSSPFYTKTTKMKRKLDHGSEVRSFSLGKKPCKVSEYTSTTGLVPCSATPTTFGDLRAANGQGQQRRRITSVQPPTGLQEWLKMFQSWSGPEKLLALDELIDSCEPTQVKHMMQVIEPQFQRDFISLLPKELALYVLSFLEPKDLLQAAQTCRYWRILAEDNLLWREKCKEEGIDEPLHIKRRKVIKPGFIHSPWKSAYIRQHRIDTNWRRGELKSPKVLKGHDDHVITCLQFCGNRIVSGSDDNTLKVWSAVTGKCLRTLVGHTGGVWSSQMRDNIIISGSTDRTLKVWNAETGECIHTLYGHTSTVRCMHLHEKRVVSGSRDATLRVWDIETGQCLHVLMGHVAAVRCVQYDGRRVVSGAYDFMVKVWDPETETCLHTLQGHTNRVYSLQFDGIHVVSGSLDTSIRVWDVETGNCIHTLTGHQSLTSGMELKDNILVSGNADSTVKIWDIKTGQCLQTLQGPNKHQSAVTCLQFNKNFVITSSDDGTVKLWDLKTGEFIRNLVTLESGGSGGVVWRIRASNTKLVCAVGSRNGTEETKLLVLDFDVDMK
TEAD-YAP inh = TEAD-YAP interaction inhibition; HEK-TIYL cells, TEAD-Gal4/YAP UAS-luciferase luminescence; inhibition, % at 9.12 µM; actives 1.4% (n = 640,000); AID 1259422; in the data active = inhibition above about 32%;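 note: 0% = median of test compound wells and 100% = reference inhibitor wells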
MITF inh = human MITF inhibition, primary screen. inhibition, % at 2.6 µM. AlphaScreen MITF homodimerization, bead proximity signal. actives 0.91% (n = 650,000). O75030; in the data active = inhibition above about 50%;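 note: 0% = vehicle wells with protein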
GPR151 ag = human GPR151 activation; actives 1% (n = 650,000); PathHunter beta-arrestin GPR151 cells, luminescence; activation, % at 11.2 µM; in the data active = activation above about 4.9%;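 note: 0% = median of compound wells and 100% = cells with positive control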
Target sequence (Q8TDV0 whole entry, looked up): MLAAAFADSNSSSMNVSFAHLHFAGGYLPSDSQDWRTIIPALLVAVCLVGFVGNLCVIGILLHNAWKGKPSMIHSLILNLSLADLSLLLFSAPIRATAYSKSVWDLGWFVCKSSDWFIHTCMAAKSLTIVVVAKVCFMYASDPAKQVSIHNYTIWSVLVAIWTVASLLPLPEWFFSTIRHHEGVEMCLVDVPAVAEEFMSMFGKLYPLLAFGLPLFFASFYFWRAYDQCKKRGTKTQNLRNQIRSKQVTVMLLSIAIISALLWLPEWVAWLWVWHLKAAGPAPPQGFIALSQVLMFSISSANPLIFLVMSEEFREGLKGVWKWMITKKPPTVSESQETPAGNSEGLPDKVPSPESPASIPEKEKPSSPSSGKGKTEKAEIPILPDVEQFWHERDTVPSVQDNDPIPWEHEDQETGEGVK
* = called active by the depositor; & = joins results of further samples. Compounds as they come, and some 3.5% of all compounds hit somewhere here.

The opening four records, to show the layout:
Results for CN(Cc1ccco1)C(=O)CCS(=O)(=O)c1ccc2c(c1)n(C)c(=O)c(=O)n2C ?
FBW7 act: 0.6; TEAD-YAP inh: -5.2; MITF inh: 24.6; GPR151 ag: -3.6

Results for O=C(OCc1csc(-c2ccccc2)n1)c1cc(=O)[nH]c(=O)[nH]1 ?
FBW7 act: -0.2; TEAD-YAP inh: 2.8; MITF inh: -16.1; GPR151 ag: -0.4

Results for CCCc1[nH]n(-c2ccc(F)cc2)c(=O)c1C=NCCN1CCN(C(=S)Nc2ccc(F)cc2)CC1 ?
FBW7 act: 0.3; TEAD-YAP inh: 2.0; MITF inh: -18.7; GPR151 ag: 1.4

Results for CCOC(=O)c1c(-c2ccc(OC)cc2)csc1NC(=O)CSc1ncnc2sc3c(c12)CCC3 ?
FBW7 act: 0.0; TEAD-YAP inh: 6.6; MITF inh: 4.4; GPR151 ag: -0.1

Results, previewed entries included:
Results for CN(Cc1ccco1)C(=O)CCS(=O)(=O)c1ccc2c(c1)n(C)c(=O)c(=O)n2C ?
FBW7 act: 0.6; TEAD-YAP inh: -5.2; MITF inh: 24.6; GPR151 ag: -3.6

Results for O=C(OCc1csc(-c2ccccc2)n1)c1cc(=O)[nH]c(=O)[nH]1 ?
FBW7 act: -0.2; TEAD-YAP inh: 2.8; MITF inh: -16.1; GPR151 ag: -0.4

Results for CCCc1[nH]n(-c2ccc(F)cc2)c(=O)c1C=NCCN1CCN(C(=S)Nc2ccc(F)cc2)CC1 ?
FBW7 act: 0.3; TEAD-YAP inh: 2.0; MITF inh: -18.7; GPR151 ag: 1.4

Results for CCOC(=O)c1c(-c2ccc(OC)cc2)csc1NC(=O)CSc1ncnc2sc3c(c12)CCC3 ?
FBW7 act: 0.0; TEAD-YAP inh: 6.6; MITF inh: 4.4; GPR151 ag: -0.1

Results for CCCOc1ccccc1C1C(C(=O)OCC)=C(C)NC2=C1C(=O)CCC2 (stereo not given) ?
FBW7 act: 0.0; TEAD-YAP inh: 3.9; MITF inh: 16.6; GPR151 ag: 0.0

What do the screens show for `CC(=O)Nc1ccc(NC(=O)c2ccccc2)nc1`?
FBW7 act: -0.1; TEAD-YAP inh: -3.9; MITF inh: 12.3; GPR151 ag: 0.0

What do the screens show for `CCCOC(=O)C1C2C=CC3(CN(c4ccccc4CC)C(=O)C13)O2` (stereo not given)?
FBW7 act: 0.0; TEAD-YAP inh: 2.0; MITF inh: -15.8; GPR151 ag: 0.4

What do the screens show for `CN1CCCCCC1C(=O)NCCc1nnc(SCc2cccc(Cl)c2)n1C` (stereo not given)?
FBW7 act: 0.0; TEAD-YAP inh: -3.0; MITF inh: -16.6; GPR151 ag: -1.0

What do the screens show for `O=C(CN1C(=O)CCC1=O)Nc1nc2ccc(F)cc2s1`?
FBW7 act: 0.0; TEAD-YAP inh: -6.4; MITF inh: -5.2; GPR151 ag: -1.2

How did COc1ccc(CC(=O)Nc2ccc3c(c2)COC3=O)cc1OC do in these assays?
FBW7 act: 0.1; TEAD-YAP inh: 2.6; MITF inh: 1.5; GPR151 ag: 0.4

Results for CCN(CC)C1CCC(=O)N(Cc2ccccc2C)CC1 (stereo not given) ?
FBW7 act: 0.0; TEAD-YAP inh: 2.5; MITF inh: 4.3; GPR151 ag: 0.3

How did O=C1NC2(CCN(Cc3ccco3)CC2)Oc2ccccc21 do in these assays?
FBW7 act: 0.6; TEAD-YAP inh: 8.3; MITF inh: 8.7; GPR151 ag: 0.1

How did O=C1C(O)=C(O)C(=O)C(O)=C1O do in these assays?
FBW7 act: 0.1&-0.1; TEAD-YAP inh: -0.2; MITF inh: 36.9&31.9; GPR151 ag: -1.6&-1.0

Results for CCOC(=O)CSc1nnc(CNC(=O)c2cccc(C)c2)n1-c1ccccc1OC ?
FBW7 act: -0.1; TEAD-YAP inh: 4.0; MITF inh: 0.3; GPR151 ag: 1.0

Results for CCCN(C(=O)Cn1nnnc1N)C1(C(=O)Nc2ccccc2C)CCCCC1 ?
FBW7 act: 0.0; TEAD-YAP inh: -1.4; MITF inh: 1.9; GPR151 ag: -0.9

How did COc1ccc2c(C)c(-c3ccc(OC)c(OC)c3)c(=O)oc2c1 do in these assays?
FBW7 act: 0.0; TEAD-YAP inh: -12.5; MITF inh: -0.2; GPR151 ag: 0.7

How did CC(C)n1ccc(-c2nnc(NC(=O)C(c3ccccc3)c3ccccc3)o2)n1 do in these assays?
FBW7 act: -0.4; TEAD-YAP inh: 1.3; MITF inh: -2.2; GPR151 ag: 0.0

How did COc1cc(CN2CCc3nnc(C(C)NC(=O)C(C)C)n3CC2)cc(OC)c1 (stereo not given) do in these assays?
FBW7 act: 0.1; TEAD-YAP inh: -2.5; MITF inh: 3.2; GPR151 ag: 4.5

What do the screens show for `Cc1cc(OCc2ccc(F)cc2)c2c(C)c(Cc3ccccc3)c(=O)oc2c1`?
FBW7 act: 0.1; TEAD-YAP inh: -0.4; MITF inh: -6.5; GPR151 ag: -0.4

Results for O=C(NCCN1CCN(Cc2ccc([N+](=O)[O-])cc2)CC1)C(=O)Nc1ccc(Cl)cc1 ?
FBW7 act: 0.0; TEAD-YAP inh: 3.4; MITF inh: 0.5; GPR151 ag: 2.2

How did COc1ccc(CNC(=O)C2CCN(C(=O)N(C)C)CC2)cc1 do in these assays?
FBW7 act: -0.2; TEAD-YAP inh: 3.8; MITF inh: -1.6; GPR151 ag: 0.4

What do the screens show for `CCOC(=O)C1=C(C)N=c2s/c(=C/c3ccc4c(c3)OCO4)c(=O)n2C1c1cccs1` (stereo not given)?
FBW7 act: 0.2; TEAD-YAP inh: -2.7; MITF inh: 18.6; GPR151 ag: -0.1

How did CCOC(=O)c1c(N2C(N)=C(C#N)C(c3ccc(SC)cc3)C3=C2CCCC3=O)sc2c1CCCCC2 (stereo not given) do in these assays?
FBW7 act: 0.0; TEAD-YAP inh: 9.5; MITF inh: 7.2; GPR151 ag: 1.5

What do the screens show for `O=C(Nc1ccc(Br)cc1F)NC1(C(F)(F)F)Oc2ccc(Cl)cc2O1` (stereo not given)?
FBW7 act: 0.5; TEAD-YAP inh: -3.0; MITF inh: -0.8; GPR151 ag: -1.0

Results for CCC(C)NC(=O)c1ccccc1NC(=O)CN(c1cccc([N+](=O)[O-])c1)S(C)(=O)=O (stereo not given) ?
FBW7 act: 0.0; TEAD-YAP inh: 11.4; MITF inh: -2.2; GPR151 ag: 3.4

How did O=C(CSc1cccc2cccnc12)Nc1ccc(OC(F)(F)F)cc1 do in these assays?
FBW7 act: -0.2; TEAD-YAP inh: -2.3; MITF inh: 16.8; GPR151 ag: -0.3

How did CCOC(=O)c1c(NC(=O)CC(C)C)sc2c1CC(C)(C)OC2 do in these assays?
FBW7 act: -0.2; TEAD-YAP inh: -1.2; MITF inh: -2.9; GPR151 ag: -2.4

Results for Cc1cccc(N(CC(=O)NC(C)c2ccccc2)S(=O)(=O)c2ccccc2)c1C (stereo not given) ?
FBW7 act: -0.1; TEAD-YAP inh: 6.4; MITF inh: 4.6; GPR151 ag: 0.4

Results for CC1(C)O[C@H]2[C@@H](O1)[C@@H](C(=O)Nc1cccc(F)c1)O[C@@H]1OC(C)(C)O[C@@H]12 ?
FBW7 act: 0.3; TEAD-YAP inh: -12.3; MITF inh: 4.5; GPR151 ag: -1.0

How did C=CCNC(=O)/C(C#N)=C/c1c(Oc2ccc(F)cc2)nc2c(C)cccn2c1=O do in these assays?
FBW7 act: -0.3; TEAD-YAP inh: 15.6; MITF inh: 4.8; GPR151 ag: 0.0

Results for CC(C)(C)C(=O)COC(=O)c1ccc(S(C)(=O)=O)c([N+](=O)[O-])c1 ?
FBW7 act: 0.1; TEAD-YAP inh: 2.1; MITF inh: 3.7; GPR151 ag: 0.8

Results for Cn1nccc1Nc1ncc(C(=O)NCc2nc3ccccc3[nH]2)s1 ?
FBW7 act: 0.0; TEAD-YAP inh: -0.5; MITF inh: 15.3; GPR151 ag: 0.6

Results for CCOCCCN(Cc1ccco1)C(=O)Cn1ncc2c(=O)oc3ccc(C)cc3c21 ?
FBW7 act: 1.4; TEAD-YAP inh: -14.0; MITF inh: 10.8; GPR151 ag: -0.1

What do the screens show for `O=C(CSc1nc2ccccc2n1CC(=O)N1CCCC1)NC1CC1`?
FBW7 act: 0.2; TEAD-YAP inh: -0.8; MITF inh: 22.7; GPR151 ag: 0.9

How did Cn1cc(C(=O)N2CCN(c3ccccc3)CC2)c2ccccc2c1=O do in these assays?
FBW7 act: 0.0; TEAD-YAP inh: 19.9; MITF inh: 13.4; GPR151 ag: -1.7

How did COc1cccc(C(=O)NCC2CCCN(C(=O)CCC(C)=O)C2)c1OC (stereo not given) do in these assays?
FBW7 act: 0.0; TEAD-YAP inh: -10.1; MITF inh: -6.1; GPR151 ag: -0.9

Results for Cc1cccc(NC(=O)c2c(NC(=O)c3ccccc3)sc3c2CCCC3)c1 ?
FBW7 act: -0.1; TEAD-YAP inh: -9.1; MITF inh: -6.4; GPR151 ag: 0.7

What do the screens show for `O=C(NN1C(=O)CCC1=O)c1cccc(Br)c1`?
FBW7 act: 0.5; TEAD-YAP inh: -1.5; MITF inh: 18.2; GPR151 ag: 1.0

Results for CCc1nnc(N/N=C/c2cccs2)n1N ?
FBW7 act: -0.3; TEAD-YAP inh: 5.3; MITF inh: -5.1; GPR151 ag: 0.2

What do the screens show for `C/C(=N/NC(=O)CNc1ccc(Cl)cc1C)c1ccc(F)cc1`?
FBW7 act: 0.2; TEAD-YAP inh: -0.4; MITF inh: 11.8; GPR151 ag: -1.0

How did Cc1ccc2c(c1)cc(CN(C(=O)c1ccccc1)C1CCCC1)c1nnnn12 do in these assays?
FBW7 act: 0.0; TEAD-YAP inh: -3.2; MITF inh: 10.6; GPR151 ag: 0.1

Results for Cc1noc(C)c1-c1nccc(NCCCN2CCCC2=O)n1 ?
FBW7 act: -0.1; TEAD-YAP inh: -0.8; MITF inh: 1.2; GPR151 ag: -0.2

Results for Cc1oc2nc3c(c(=O)n(CC(=O)OCc4ccccc4)c(=O)n3C)n2c1C ?
FBW7 act: 0.6; TEAD-YAP inh: 0.4; MITF inh: -6.8; GPR151 ag: -1.2

What do the screens show for `COc1cc2nc(-c3cc(Br)ccc3OC)oc(=O)c2cc1OC`?
FBW7 act: 0.1; TEAD-YAP inh: 3.9; MITF inh: 3.3; GPR151 ag: -0.2

How did COc1ccc(CNS(=O)(=O)c2ccc(F)c(C(=O)Nc3ccc(C(F)(F)F)cc3)c2)cc1 do in these assays?
FBW7 act: 0.1; TEAD-YAP inh: 10.3; MITF inh: -6.1; GPR151 ag: -0.1

What do the screens show for `CCC(=O)N1c2ccc(S(=O)(=O)CCC(=O)Nc3ccc(Cl)cc3)cc2CC1C` (stereo not given)?
FBW7 act: -0.1; TEAD-YAP inh: 4.3; MITF inh: -10.2; GPR151 ag: 0.5

Results for O=C(c1ccccc1F)N1CCN(c2ccc([N+](=O)[O-])c(NCc3ccccc3)c2)CC1 ?
FBW7 act: 0.2; TEAD-YAP inh: 4.8; MITF inh: 17.5; GPR151 ag: 1.0

What do the screens show for `CCc1ccc2c(c1)NC(=O)C2(C)Cc1ccc2c(c1)OCO2` (stereo not given)?
FBW7 act: -0.1; TEAD-YAP inh: 0.4; MITF inh: 7.7; GPR151 ag: -0.9

How did Cc1ccc(C)n1-c1ccncc1 do in these assays?
FBW7 act: 0.1; TEAD-YAP inh: -3.5; MITF inh: -4.7; GPR151 ag: 2.4

What do the screens show for `Cc1nnc(OCc2cccc([N+](=O)[O-])c2)c2ccccc12`?
FBW7 act: 0.1; TEAD-YAP inh: -49.4; MITF inh: 13.8; GPR151 ag: -1.3

What do the screens show for `CC(Nc1ccc(-c2cccnc2)cn1)c1ccc(F)cc1` (stereo not given)?
FBW7 act: -0.4; TEAD-YAP inh: -32.9; MITF inh: 13.7; GPR151 ag: 1.7

What do the screens show for `O=C(NN(c1ccccc1)c1ccccc1)c1ccc([N+](=O)[O-])o1`?
FBW7 act: 0.6; TEAD-YAP inh: -7.1; MITF inh: 26.5; GPR151 ag: -1.8

Results for COc1cc(C2C(C#N)=C(N)Oc3n[nH]c(-c4ccc(Cl)c(Cl)c4)c32)ccc1O (stereo not given) ?
FBW7 act: -0.7; TEAD-YAP inh: -4.4; MITF inh: -8.4; GPR151 ag: -0.6

How did c1cncc(-c2nc3c4ccccc4nc(NCc4ccco4)n3n2)c1 do in these assays?
FBW7 act: -0.1; TEAD-YAP inh: 19.2; MITF inh: -2.9; GPR151 ag: 0.3

Results for CC(OC(=O)c1ccc(NC(=O)Cc2ccccc2)cc1)C(=O)c1ccccc1 (stereo not given) ?
FBW7 act: 0.3; TEAD-YAP inh: 3.4; MITF inh: -0.6; GPR151 ag: 1.4

Results for COC(=O)c1c(C)[nH]c(C(=O)/C(C#N)=C\C=C\c2ccccc2)c1C ?
FBW7 act: 0.0; TEAD-YAP inh: 21.1; MITF inh: 7.5; GPR151 ag: 1.3

What do the screens show for `O=C(c1cccs1)N1CCN(c2ccccc2)CC1`?
FBW7 act: 0.1; TEAD-YAP inh: 9.1; MITF inh: 8.6; GPR151 ag: 0.4

What do the screens show for `Cc1nn(C)cc1C(=O)N1CCn2c(nc(-c3ccc(N(C)C)cc3)c2NC(C)(C)C)C1`?
FBW7 act: -0.1; TEAD-YAP inh: -38.1; MITF inh: -10.6; GPR151 ag: 1.1

How did Cc1ccc(OCCSc2nc3ccccc3n2CC(=O)O)cc1C do in these assays?
FBW7 act: 0.0; TEAD-YAP inh: 1.2; MITF inh: 16.2; GPR151 ag: -1.5

What do the screens show for `CCN(CCN(C)C)C(=O)C(=O)Nc1ccc2nc3n(c(=O)c2c1)CCCCC3`?
FBW7 act: -0.1; TEAD-YAP inh: -4.1; MITF inh: 5.4; GPR151 ag: 0.0

Source: PubChem BioAssay (The Scripps Research Institute Molecular Screening Center)
